# Assay outcomes as filed in PubChem.
# Giardia kill – Giardia lamblia killing. activity change, % at 7.66 µM, hits read low. actives 0.15% (n = 340,000). Giardia lamblia trophozoite viability; in the data active = activity change below about -80%; inconclusive = between about -30% and that limit;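 also: parasites exposed to compound for two days anaerobically before the ATP read; % is scaled to controls: 0 for no effect and ±100 for the full control effect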
#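 Luminescent ATP signal served as the viability read-out, measured 15-30 min after adding ATP detection reagent to trophozoites that had been incubated with compounds for 48 hrs at 37 deg C anaerobically at 100 cells/well.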
# ELG1 genotox – induces genotoxicity in HEK293T cells with luciferase-tagged ELG1 | actives 1.3% (n = 330,000) | Potency, µM (doses to about 46 µM), for the others: at the top dose activity change, positive = activation, hits mostly activators | HEK293T ELG1-luciferase reporter, luminescence, 16 h | AID 504466; also: potency is read from the fitted curve at half-maximal effect; % of control where 0% means no effect; nearly all actives have a fitted effect of over 60% in size
#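 Quantitative HTS format in 1536-well plates. HEK293T ELG1-luciferase reporter cells receive test compound and are incubated 16 hr at 37 °C, 5% CO2; ONE-Glo added, 30 min room temperature, then luminescence read.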
# BRCA1 expr act – activators of BRCA1 expression | AID 624202 | Potency, µM (highest dose often 46.1 µM), inactives show at the highest dose activation, most hits filed as activators | actives 1.1% (n = 380,000) | MCF7-BRCA1-FFLuc reporter, luminescence, 48 h; response scale: scaled: vehicle 0%, 10 µM genistein 100%; also: potency is read from the fitted curve at half-maximal effect; nearly all actives have a fitted effect of over 80% in size; some results filed as inactive show a strong effect at the top dose
#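 Reporter cells (MCF7, BRCA1 promoter-firefly luciferase) received library compounds across a concentration series for 48 h. End-point luminescence was measured and concentration-effect curves derived after normalization.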
# FLuc modulator – counter-screen for miR-21 project: firefly luciferase inhibitors or activators; P08659; actives 6.9% (n = 360,000); Potency, µM (doses to about 57.5 µM), without a hit: at the highest dose activity change, negative = inhibition, usual class: inhibitors; purified FLuc, Km substrates, luminescence inhibition;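 also: potency is read from the fitted curve at half-maximal effect; plate controls were vehicle for no effect and reference inhibitor for full effect; nearly all actives have a fitted effect of over 55% in size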
# Target sequence (P08659 whole entry, looked up): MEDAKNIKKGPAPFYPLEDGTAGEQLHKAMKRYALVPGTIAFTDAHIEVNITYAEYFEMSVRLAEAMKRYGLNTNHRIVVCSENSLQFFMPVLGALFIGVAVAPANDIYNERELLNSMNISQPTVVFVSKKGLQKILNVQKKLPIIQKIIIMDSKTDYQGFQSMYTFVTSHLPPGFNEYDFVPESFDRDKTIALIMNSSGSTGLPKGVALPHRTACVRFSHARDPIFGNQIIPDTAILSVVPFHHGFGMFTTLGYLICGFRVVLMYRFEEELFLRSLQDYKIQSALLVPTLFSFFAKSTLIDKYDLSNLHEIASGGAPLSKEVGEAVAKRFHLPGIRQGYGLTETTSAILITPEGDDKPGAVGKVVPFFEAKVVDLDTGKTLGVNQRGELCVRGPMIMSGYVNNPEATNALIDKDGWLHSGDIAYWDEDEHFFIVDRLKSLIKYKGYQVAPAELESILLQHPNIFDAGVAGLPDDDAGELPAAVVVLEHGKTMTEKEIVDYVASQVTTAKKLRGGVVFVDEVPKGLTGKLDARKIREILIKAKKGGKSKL
#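 Purified P. pyralis luciferase, 10 nM final, with Km-level 10 uM D-luciferin and 10 uM ATP in 50 mM Tris acetate pH 7.5, 10 mM Mg acetate, 0.01% Tween-20, 0.05% BSA; 6-point qHTS titration about 60 µM downward; luminescence read.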
# Menin MLL FP TR – inhibitors of human menin-MLL interaction, mutant MLL peptide | actives 0.23% (n = 270,000) | Potency, µM (doses to about 61.6 µM), for the others: top-dose FP activity change, negative = inhibition, most hits filed as inhibitors | Menin + Texas Red MLL mutant peptide, fluorescence polarization; active = well fitted inhibition curve with a large enough effect in the polarisation, with a control signal flat, not every such curve was filed as active; inconclusive = small, poorly fitted or top-dose-only effect, or effect the other way, or a change in a side signal; inactive = no such curve, though single readings can be large or run the other way; the % refers to the polarisation; also: potency is read from the fitted curve at half-maximal effect; % of control where 0% means no effect; many of its hits are not listed in these tables
# p53 reactivation – restores transcriptional activity of mutant p53. AID 504706. actives 0.063% (n = 320,000). H1299 p53-A138V BP100-luciferase reporter, luminescence, 24 h. Potency, µM (doses to about 92.2 µM), inactives show top-dose activity change, positive = activation, actives largely listed as activators; also: potency is read from the fitted curve at half-maximal effect; % of control where 0% means no effect; nearly all actives have a fitted effect of over 45% in size
#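 p53-null H1299 cells stably carrying temperature-sensitive p53-A138V and a BP100-luciferase reporter were pinned with compounds (4-point, 1:5 series) and held 24 hrs at 37 deg C. Luminescence was read 10 min after detection reagent.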
# NPC1 prom act – NPC1 promoter activation; Huh7 NPC1 promoter luciferase reporter, 24 h; actives 2.4% (n = 320,000); AID 485313; Potency, µM (doses to about 9.22 µM), for inactives: at the top dose activation, usual class: activators;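 also: potency is read from the fitted curve at half-maximal effect; % of control where 0% means no effect; nearly all actives have a fitted effect of over 60% in size; reporter is driven by a mutant NPC1 promoter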
#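 Stable NPC1-promoter luciferase Huh7 line; cpd (DMSO) 24 h, 37 °C, 5% CO2; Amplite luciferase reagent 10 min RT; luminescence readout. qHTS format.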
# PKM2 act – PKM2 (human) enzyme activation. Potency, µM (highest dose often 57.5 µM), for the others: top-dose activation, most hits filed as activators. actives 0.34% (n = 260,000). P14618. AID 1631. purified PKM2, Kinase-Glo ATP luminescence, activation; response scale: 0% is enzyme alone, no compound; also: potency is read from the fitted curve at half-maximal effect; % is scaled to controls: 0 for no effect and ±100 for the full control effect; nearly all actives have a fitted effect of over 55% in size
# Target sequence (P14618 whole entry, looked up): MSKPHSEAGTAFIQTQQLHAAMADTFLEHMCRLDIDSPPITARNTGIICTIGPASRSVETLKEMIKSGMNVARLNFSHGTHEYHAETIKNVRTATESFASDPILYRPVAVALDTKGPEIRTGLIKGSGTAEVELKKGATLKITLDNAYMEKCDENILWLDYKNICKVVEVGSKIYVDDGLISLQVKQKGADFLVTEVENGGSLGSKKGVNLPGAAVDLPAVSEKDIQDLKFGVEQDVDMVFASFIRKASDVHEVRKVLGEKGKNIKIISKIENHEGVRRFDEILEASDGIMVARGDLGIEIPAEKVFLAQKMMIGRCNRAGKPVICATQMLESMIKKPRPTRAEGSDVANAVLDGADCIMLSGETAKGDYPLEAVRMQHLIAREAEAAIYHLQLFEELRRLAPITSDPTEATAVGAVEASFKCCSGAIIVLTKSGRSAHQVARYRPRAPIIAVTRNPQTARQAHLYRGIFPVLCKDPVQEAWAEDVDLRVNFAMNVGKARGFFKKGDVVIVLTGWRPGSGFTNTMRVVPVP
#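 ATP formation by purified human PK-M2, quantified via coupled luciferase luminescence after 1 h at room temperature with 0.1 mM ADP and 0.5 mM PEP final.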
# Gal4-VP16 FLuc – counter-screen for ROR gamma inhibitors: Gal4-VP16 reporter | actives 3.5% (n = 310,000) | AID 2546 | Potency, µM (doses to about 53.6 µM), without a hit: at the highest dose activity, negative = inhibition, usual class: inhibitors | Drosophila S2 Gal4-VP16 UAS-luciferase, luminescence, 20 h;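 also: Gal4-VP16 expression switched on by copper sulfate through the metallothionein promoter; potency is read from the fitted curve at half-maximal effect; % is scaled to controls: 0 for no effect and ±100 for the full control effect; nearly all actives have a fitted effect of over 50% in size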
# Rab9 prom act – Rab9 promoter activation. Huh7 Rab9 promoter-luciferase reporter, luminescence, 24 h. Potency, µM (doses to about 9.22 µM), for inactives: top-dose activation, negative = inhibition, usual class: activators. actives 2.8% (n = 320,000). AID 485297; also: potency is read from the fitted curve at half-maximal effect; % of control where 0% means no effect; nearly all actives have a fitted effect of over 60% in size
#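 Cell-based reporter: Huh7 stable for Rab9 promoter-driven luciferase, plated in reduced-serum medium with 10% FBS at 1500 cells/well, compound-treated 24 h at 37 °C, luminescence read after 10 min reagent.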
# RORgamma inh – inhibitors of mouse ROR gamma transcriptional activity | Drosophila S2 Gal4-RORgamma UAS-luciferase reporter, 20 h | Potency, µM (top dose mostly 53.6 µM), for inactives: at the top dose activity change, negative = inhibition, usual class: inhibitors | actives 5.4% (n = 310,000) | AID 2551; also: potency is read from the fitted curve at half-maximal effect; % is scaled to controls: 0 for no effect and ±100 for the full control effect; nearly all actives have a fitted effect of over 60% in size
#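 Stable Schneider cell line, Gal4 DNA-binding domain fused to ROR gamma, UAS-luciferase. Cmpd 1 hr RT → CuSO4 700 uM final → 20 hr RT → luciferase reagent 10 min → luminescence.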
# * marks the source's active call; other numbers are inactive results; ? = inconclusive; · = not tested or not shown; & = joins results of further samples; [ ] = dose if it differs, or a comment. Unless noted, calls follow the shape of the dose curve; as a rule, active = well fitted curve in the direction sought with a large enough effect; inconclusive = small, poorly fitted or top-dose-only effect, or another doubt; inactive = no such curve, though single readings can be large; an effect the other way counts as inactive or inconclusive. These rows are one share of the data; the hit share may differ from the screen's.
SMILES,Giardia kill,ELG1 genotox,BRCA1 expr act,FLuc modulator,Menin MLL FP TR,p53 reactivation,NPC1 prom act,PKM2 act,Gal4-VP16 FLuc,Rab9 prom act,RORgamma inh
O=C(CSc1nnc(-c2ccccn2)n1Cc1ccccc1)NC1CCCC1,-2,-3%,0%,0%,?,-1%,-2%,19%,8%,6%,-2%[10 µM]
COc1cccc(NC(=O)CS(=O)(=O)Cc2nc(-c3ccc(C)cc3)oc2C)c1,-24,-5%,-5%,1%,9%,-8%,-5%,1%,-3%,-3%,1%
O=S(=O)(Nc1nccs1)c1ccc(NS(=O)(=O)c2cccs2)cc1,-4,-5%,4%,-3%,5%,3%,8%,4.5µM*,-4%,3%,-1%
CN1CCCN(C(=O)c2cccc(Br)c2)CC1,-14,3%,-11%,4%,0%,7%,-3%,0%,2%,-4%,-1%
NC(=Nc1ccc(N)cc1)C(N)=Nc1ccc(N)cc1,-6,0%,-22%,-7%,11%,-6%,0%,3%,-4%,0%,18%
O=C(C[n+]1ccc(/C=N/O)cc1)NC(=O)Nc1ccccc1,4,2%,6%,-1%,·,2%,1%,·,·,-3%,·
Cc1cc(/C=C2/C(=O)N(C)C(=S)N2C)c(C)n1C1CC1,0,18µM*,11µM*,3µM*,-16%,?,2.8µM*,4%,2%,2µM*,13%
COCCNc1cc(C)nc2cc(-c3ccc(C)cc3)nn12,-10,?,32%,6µM*,4%,-1%,?,-6%,5%,?,?
Cc1cccc(Nc2nnc(C)c(=O)n2N)c1,-3,-5%,2%,-2%,-9%,-3%,5%,1%,-12%,8%,-14%
COc1ccccc1/C=C/CN1CCCCC1,7,0%,4%,0%,3%,·,0%,-1%,-10%,3%,5%
Nc1ncnc(Nc2ccccc2Cl)n1,-19,9%,25%,-2%,·,10%,2%,6%,-14%,-4%,-13%
CCOC(=O)c1c(C)[nH]c(C)c1S(=O)(=O)NC1CCN(C(=O)OCC)CC1,?,3%,1%,2%,10%,3%,2%,·,18%,-1%,7%
Cc1[nH]n(-c2ccccc2)c(=O)c1C(c1ccc(C(=O)O)cc1)c1c(C)[nH]n(-c2ccccc2)c1=O,-16,-2%,-26%,-14%,2%,-3%,4%,-7%,-17%,0%,-10%
Cc1ccc(C(=O)CSc2nnc(-c3snnc3C)n2C2CC2)cc1,-2,2%,9%,-20%,·,-6%,3%,3%,-14%,-4%,20%
Cc1cc(NS(=O)(=O)c2ccc(NC(=O)COc3ccc(Br)cc3)cc2)nc(C)n1,11,1%,5%,-9%,10%,-4%,-6%,·,-9%,1%,0%
CC1CN(C(=O)/C(C#N)=C2\N=C(NC(=O)c3ccc(F)cc3)c3ccccc32)CC(C)O1 (configuration not stated),3,-6%,-10%,-2%,·,2%,1%,1%,-7%,-3%,10%
COc1cc(S(=O)(=O)N2CCOCC2)ccc1NC(=O)COc1ccc(N(C)S(=O)(=O)c2ccc(C)cc2)cc1,18,-7%,-12%,4%,9%,1%,-8%,-1%,-4%,1%,24%
CCC1(CC)C(=O)C2=C3C1[C@H](C(=O)OC)CC(C(=O)OC)C[C@H]3n1c(=O)n(C)c(=O)n1[C@H]2C (some centres not stated),-2&-11,·,4%,·,-6%,·,·,·,-4%,·,2%
O=C(O)C1=C[C@H](c2ccccc2)C[C@H](OCc2ccc(CO)cc2)O1,-9,4%,5%,6%,0%,2%,-6%,2%,6%,-3%,10%
O=C(NC1CCCCC1)C(c1ccccc1)N(C(=O)c1csnn1)C1CCCC1 (configuration not stated),-6,-3%,-29%,3%,-21%,-1%,4%,3%,3%,1%,7%
NC(=O)C1CCN(C(=O)c2ccc(Oc3ccccc3)cc2)CC1,-2,-2%,72%,8%,-2%,2%,0%,1%,23%,-6%,?
Cc1ccc([N+](=O)[O-])cc1NC(=O)C1CCN(S(C)(=O)=O)CC1,?,-1%,-7%,2%,-8%,-4%,1%,9%,-5%,-1%,7%
COCc1cc(=O)n2[nH]c(C)cc2n1,11,-1%,5%,9%,2%,14%,-6%,-9%,-11%,-10%,3%
Cc1ccc(Cn2cc(C(=O)c3ccc(F)cc3)c(=O)c3cc4c(cc32)OCCO4)cc1,11,-2%,-23%,-6%&3%,-13%,3%,0%,3%,3%,-5%,20%
CCSc1ccccc1C(=O)Nc1cccc(OC)c1,8,5%,20%,-16%,·,2%,-3%,2%,12%,-4%,-15%
Cn1c(=O)oc2cc(S(=O)(=O)N3CCC(C(=O)N4CCN(c5ccccc5)CC4)CC3)ccc21,7,-9%,-1%,-2%,-18%,-3%,-1%,-16%,-6%,-2%,-11%
Cc1ccc(CNC(=O)C2(NC(=O)Nc3ccc(C)cc3)CCCCC2)cc1,2,-3%,-6%,0%,-23%,0%,4%,-6%,-2%,-3%,23%
Cc1ccc(C)c(C(=O)CCC(=O)Nc2ccc(F)cc2)c1,-5,-1%,2%,-1%,17%,-2%,-2%,-6%[11.5 µM],-3%,-1%,17%
Cc1ccc(NC(=O)Cn2cc(C=O)c3ccccc32)cc1C,-16,-11%,4%,1%,?,·,1%,-4%,3%,-9%,29%
N#Cc1c(N)nc2c3c(sc(=N)c2c1N)NC(=O)CC3c1ccccc1Cl (configuration not stated),13,1%,-27%,-1%,0%,0%,-4%,3%,-4%,6%,-1%
Cc1cccc(C)c1N1CCN(S(=O)(=O)c2ccc(F)cc2)CC1,10,-3%,-29%,10%,7%,-2%,1%,-2%,-4%,2%,2%
CCOc1cc(N2CCOCC2)c(OCC)cc1NC(=O)Cc1cn2ccsc2n1,-14,-3%,3%,0%,-7%,-4%,1%,-1%,-1%,6%,-13%
Cc1cc(Cl)ccc1Oc1nc(-c2ccccc2)ncc1S(C)(=O)=O,-2,-3%,-31%,3%,1%,3%,0%,12%,-11%,-10%,?
CCc1cccc(C)c1NC(=O)Cn1c(NCCO)nc2ccccc21,2,1%,-15%,3%,11%,-24%,-3%,-3%,-4%,-1%,-4%
CCO[C@H]1OC(C(=O)O)=C[C@@H](c2ccc(C(F)(F)F)cc2)[C@@H]1CCCO,14,1%,6%,0%,7%,3%,-3%,0%,5%,3%,4%
COc1ccccc1CNC(=O)COc1ccc(S(=O)(=O)N2CCOCC2)cc1,-6,1%,2%,4%,·,-7%,0%,·,·,-1%,·
CCN(CC(=O)Nc1ccc(NC(C)=O)cc1)CC(=O)Nc1cc(C)on1,13,-2%,-18%,·,·,-10%,-3%,·,·,3%,·
CCOc1ccccc1OCC(=O)NNC(=S)NC1CCCCC1,-14,-2%,17%,4%,-4%,1%,0%,-1%,-2%,-7%,-18%
O=c1[nH]c(CN2CCN(Cc3ccccc3)CC2)nc2scc(-c3ccccc3)c12,-5,-6%,0%,-1%,·,2%,-3%,11%,0%,-12%,1%
Cc1ccc(NC(=S)NCC(C)C)cc1,-3,14%,67%,19µM*,5%,?,11%,-2%,11µM*,14%,10µM*
CCOc1ccc(N2CC(C(=O)Nc3ccccc3C(=O)NC3CC3)CC2=O)cc1 (configuration not stated),15,-2%,12%,-1%,12%,-5%,0%,·,14%,-2%,15%
CCOC(=O)c1ccc2c(c1)C1C=CCC1C(C(=O)O)N2 (configuration not stated),·,-1%,·,-12%,?,2%,-4%,1%,-2%,-6%,-1%
COc1ccc(/C(N)=N/OC(=O)c2ccc3c(c2)OCO3)cc1,-3,?,3.2µM*,2.1µM*,8%,19%,?,-5%,?,?,3%
CCC(=NCCN1CCNCC1)C1=C(O)CC(C)(C)CC1=O,-13,0%,-4%,-1%[2.3 µM],-1%,5%,2%,-22%,-1%,-3%,-9%
c1ccc(C(Cc2nc(-c3cccnc3)no2)c2ccccc2)cc1,35[activator],-17%,-26%,-3%,10%,-3%,-2%,2%,0%,0%,-2%
Cc1cc(C)n(-c2ccc(C(C)C)cc2)c(=O)c1C#N,-5,-2%,-8%,?,-7%,-4%,-1%,5%,9%,-1%,14%
O=C(COc1ccccc1Cl)NCCc1ccc2c(c1)OCCO2,19,6%,51%,-17%,-12%,?,-2%,-4%,?,0%,29%
O=S(=O)(Cc1ccccc1)N1CCN(Cc2ccccc2)CC1,2,1%,2%,-1%,-2%,6%,-1%,3%,-2%,-1%,0%
CCCCn1c(=N)n(CC(=O)c2ccc([N+](=O)[O-])cc2)c2ccccc21,·,?,·,-3%,-3%,-7%,3%,15%,-17%,12%,1.3µM*
O=C(Nc1cc(Cl)ccc1N1CCOCC1)c1cccnc1Cl,-11,-1%,-6%,1%,·,-6%,-3%,-1%,12%,2%,-1%
Cc1ccc(C(=O)NCc2ccco2)cc1,11,9%,13%,-19%,8%,-26%,14%,1%[11.5 µM],-2%,15%,43%
